Screens: PubChem, National Center for Advancing Translational Sciences (NCATS)
AmpC inh det – Promiscuous and Specific Inhibitors of AmpC Beta-Lactamase (assay with detergent). hit rate 0.09% among 71,000. P00811. purified AmpC, nitrocefin hydrolysis with detergent. AID 584, 2007. Potency, µM (top dose mostly 28.7 µM), for the others: at the highest dose activity change, negative = inhibition; active = well fitted curve in the direction sought with a large enough effect
Target sequence (P00811 whole entry, looked up): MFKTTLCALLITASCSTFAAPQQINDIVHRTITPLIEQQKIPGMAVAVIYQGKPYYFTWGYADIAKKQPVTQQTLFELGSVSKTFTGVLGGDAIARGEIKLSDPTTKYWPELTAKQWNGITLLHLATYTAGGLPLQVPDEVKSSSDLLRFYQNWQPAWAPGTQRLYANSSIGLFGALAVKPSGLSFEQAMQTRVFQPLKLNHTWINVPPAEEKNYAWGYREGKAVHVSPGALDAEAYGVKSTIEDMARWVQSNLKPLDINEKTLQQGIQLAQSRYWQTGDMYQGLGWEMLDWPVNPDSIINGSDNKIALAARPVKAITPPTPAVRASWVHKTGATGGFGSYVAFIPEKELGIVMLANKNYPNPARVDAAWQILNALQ
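E. coli AmpC (5.3 nM) in 20 mM phosphate pH 7.0 with 0.01% Triton X-100, preincubated 15 min RT with compound; nitrocefin (2 uL of 800 uM stock) hydrolysis followed by 480 nm absorbance every 20 s over 4 min.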
The depositor's hits bear a star; [ ] = dose if it differs, or a comment. % is set by controls: 0 for no effect and ±100 for the full control effect; potency is the fitted concentration of half-maximal effect.

molecule,AmpC inh det
CCCn1c(-c2ccc(F)cc2)nc2c(NC3CC4CCC(C3)N4C)nc(C)nc21 (centres undefined),15.7%
O=C(COC(=O)C12CC3CC(CC(O)(C3)C1)C2)Nc1ccccc1OC(F)F,-2.2%
Cc1cc2n(n1)C(c1sccc1C)Nc1ccccc1-2 (centres undefined),-3.1%
O=C1C2C3C=CC(O3)C2C(=O)N1CC(O)c1ccccc1 (centres undefined),-3.6%
CN1/C(=C\C(=O)COc2ccc3c(c2)OCO3)C(C)(C)c2ccccc21,3.7%
COCc1cc(=O)n2c([nH]c3ccccc32)c1C#N,-2.5%
O=C1CCCC2=C1C(c1cn(-c3ccccc3)nc1-c1cccs1)c1c([nH]c(=O)[nH]c1=O)N2 (centres undefined),-5.6%
Cc1nc2ccc(F)cc2cc1C(=O)NCc1ccco1,-2.3%
Cc1cccc(C)c1NC(=O)Nc1ccc(S(N)(=O)=O)cc1,-1.8%[5.75 µM]
O=c1[nH]cnc2scc(C3COc4ccccc4O3)c12 (centres undefined),-4.1%
CSc1ccccc1-n1nnnc1SCC(=O)NCc1cccs1,-2.7%
O=C(Nc1ccc2c(c1)Cc1ccccc1-2)c1ccco1,-3.1%

Continued; the last 3 above are carried over.
molecule,AmpC inh det
O=c1[nH]cnc2scc(C3COc4ccccc4O3)c12 (centres undefined),-4.1%
CSc1ccccc1-n1nnnc1SCC(=O)NCc1cccs1,-2.7%
O=C(Nc1ccc2c(c1)Cc1ccccc1-2)c1ccco1,-3.1%
CC(C)(C)NCc1cccn1-c1sc2c(c1C#N)CCCC2,0.8%
O=C(COC(=O)C1CC(=O)N(c2ccccc2)C1)c1ccccc1 (centres undefined),11.7%
COc1ccc2[nH]c(C(=O)O)c(CCC(=O)O)c2c1,-1.9%
CCC(c1nnnn1Cc1cccs1)N1CCN(c2nc3ccccc3s2)CC1 (centres undefined),7.9%
Cc1ccc(Nc2ncc3c(n2)CC(c2ccco2)CC3=O)c(C)c1 (centres undefined),14.7%
O=C(CN1CCN(C(=O)c2cccc(F)c2)CC1)Nc1ccccc1F,-5.0%
CCN(CC)Cc1c(C(=O)OC)nnn1-c1nonc1N,-3.5%
Cc1cc(C)n2cc(CSc3nnc(-c4ccccc4)o3)nc2n1,-5.7%
O=C(Cn1ncc2c(=O)oc3ccccc3c21)N1CCCN(Cc2ccccc2F)C1,24.0%
O=C(NCc1ccccc1)c1cccc(S(=O)(=O)N2CCOCC2)c1,-2.4%
CCC(c1nnnn1C(C)(C)CC)N(CCCO)Cc1cc2cc(C)cc(C)c2[nH]c1=O (centres undefined),-3.0%
CN(C)c1oc(-c2ccccc2)nc1C#N,-3.9%

Brought forward from above: two entries; new compounds follow.
molecule,AmpC inh det
CCC(c1nnnn1C(C)(C)CC)N(CCCO)Cc1cc2cc(C)cc(C)c2[nH]c1=O (centres undefined),-3.0%
CN(C)c1oc(-c2ccccc2)nc1C#N,-3.9%
CC(=O)c1ccc([N+](=O)[O-])cc1,8.8%
CC(=O)c1cc(F)c(N2CCN(C(=O)Cc3ccccc3)CC2)cc1C,-6.0%
Nc1nc(N)c2nn(-c3ccc(C(=O)O)cc3)nc2n1,-3.2%[5.75 µM]
O=S(=O)(c1ccccc1)N1C2CCC1CC(O)(c1cccnc1)C2 (centres undefined),13.1%
O=C(CSc1nnc(CNC(=O)c2ccccc2F)o1)NCCc1ccccc1,16.8%
COCc1nnc(NC(=O)C(C)C)s1,-6.7%
O=C(NCCN1CCCC1)c1ccc(CS(=O)(=O)c2c(Cl)cccc2Cl)o1,12.7%
C/C=C/COC(=O)c1[nH]c2c(c1C)C(=O)CC(c1ccc(N(C)C)cc1)C2 (centres undefined),2.9%
CCCn1c(=O)c(C(=O)Nc2cnccn2)c(O)c2ccccc21,-2.9%
CCN1CCN(C(=O)Nc2ccc(Cc3ccc(NC(=O)N4CCN(CC)CC4)cc3)cc2)CC1,-2.3%
CC(C)N1C(=O)C2C(C(=O)NC3CCCCC3)C3C=CC2(O3)C1C(=O)NC1CCCCC1 (centres undefined),-5.0%
CCOP(=O)(C#CC(C)(C)C)C(C)(O)c1ccccc1 (centres undefined),-1.7%

Continued.
molecule,AmpC inh det
COC(=O)[C@@]1(Cc2ccccc2)[C@H]2c3cc(C(=O)N4CCCC4)n(Cc4ccc(O)c(OC)c4)c3C[C@H]2CN1C(=O)c1ccccc1,-1.1%
C=CCNS(=O)(=O)c1sccc1/C=N/O,4.8%
CN(CC(=O)NC1CCCCC1)S(=O)(=O)c1cccc2nsnc12,-5.8%
COc1ccc(N2CCN(C(=O)Cn3nnc(-c4ccc(OC)c(OC)c4)n3)CC2)cc1,5.2%
CN1C(=O)c2ccc(NC(=O)C3CCCCC3)cc2C1=O,13.6%
CCOC(=O)c1c(NC(=O)CNCC(O)CO)sc(C)c1C (centres undefined),-2.0%
COc1ccc(OC)c(NC(=O)CN(c2ccc(C)cc2)S(=O)(=O)c2c(C)noc2C)c1,-0.6%
S=C1N[C@H](c2ccccc2)N[C@H](c2ccccc2)S1,-1.0%[5.75 µM]
COc1cc(NC(=O)CCc2ccccc2)c(C(=O)O)cc1OC,0.4%
Nc1nonc1C(=O)NCCNCc1cc(Br)ccc1OCc1ccccc1F,-2.6%
CCOC(=O)CSc1nnc(CNc2ccc(F)cc2)o1,-0.9%
CCCC(CCC(=O)OC)(C(=O)OCC)c1csc(N)n1 (centres undefined),-2.0%

(cont.)
molecule,AmpC inh det
Cc1ccc(-n2c(SCC(=O)Nc3cc(C)on3)nc3c(c2=O)SC(C)C3)cc1 (centres undefined),10.9%
COc1ccc(-c2nnc(NC(=O)c3ccc(S(=O)(=O)N4CCc5ccccc5C4)cc3)o2)cc1,9.5%
Cc1ccc(NC(=O)N(CCCN2CCOCC2)Cc2cc3cc4c(cc3[nH]c2=O)OCO4)cc1,12.6%
CCOC(=O)c1ccccc1NC(=O)Cn1cnc2c(cnn2-c2ccccc2)c1=O,4.6%
Nc1c(Sc2ccccc2)c(=O)[nH]c(=O)n1Cc1ccccc1,-2.5%
O=C(c1csc(Nc2ccccc2Cl)n1)N1CCCC1,-4.0%
COc1ccccc1NC(=O)C1=C(C)Nc2ncnn2C1c1ccccc1C (centres undefined),-2.9%
Cc1cc(NC(=O)COc2cccc(C)c2C)no1,8.6%
CC1(C)N=C(N)N=C(N)N1c1cccc(OCc2cccc(N)c2)c1,-2.3%[5.75 µM]
O=C(O)CN1CCOCCOCCN(CC(=O)O)CCOCCOCC1,0.4%
COCCn1c(Cc2ccccc2)nnc1SCC(=O)NC(C)(C)C,9.4%
CC1C2CC(C(S(=O)(=O)N3CCOCC3)C2=O)C1(C)C (centres undefined),2.0%

Additional entries follow.
molecule,AmpC inh det
Cc1ccc(S(=O)(=O)NCCN=C(CN2CCOCC2)NS(=O)(=O)c2ccc(C)cc2)cc1,-1.7%
Cc1nc2ccc(S(=O)(=O)NC(C(=O)N3CCn4c3nc3ccccc34)C(C)C)cc2s1 (centres undefined),12.2%
COC1=CC(=O)C[C@@H](C)[C@@]12Oc1c(Cl)c(OC)cc(OC)c1C2=O,0.6%
O=c1cc(-c2cccc(O)c2)oc2cc(O)ccc12,-1.6%
Cc1[nH]n2c(=O)c3c(nc2c1-c1ccccc1)CCC3,-3.4%
CCOC(=O)C1=C(C)NC2=C(C(=O)CCC2)C1c1cccnc1 (centres undefined),-2.1%
O=C(c1ccc(S(=O)(=O)N2CCOCC2)cc1)N1CCN(c2ccc(F)cc2)CC1,8.3%
COc1ccccc1NC(=O)CSc1nnc(Cc2ccccc2)o1,-3.0%
CCc1cccc(C)c1NC(=O)CCCC(=O)O,9.1%
COc1ccc(N(Cc2ccco2)C(=O)c2ccccc2F)cc1OC,-6.3%
CC(C)C1(C)N=C(c2nc3ccccc3cc2C(=O)O)NC1=O (centres undefined),1.0%
CCOc1ccc(NC(N)=O)cc1,-0.3%

(more compounds)
molecule,AmpC inh det
O=C(CSc1nnnn1C1CCCCC1)NCc1ccco1,1.9%
Cc1ccc(C(=O)NCc2occc2C(=O)O)o1,-5.0%
CCN(CC)CCNCc1ccc(-c2ccc(Cl)cc2)o1,-4.2%
COc1ccc(S(=O)(=O)N2CCN(Cc3ccccc3)CC2)cc1,-5.5%
CC1=C(C(=O)OC2CCCCC2)C(c2ccc(C)o2)C2=C(CCCC2=O)N1 (centres undefined),-2.3%
O=C(NCc1ccccn1)c1ccc(NC(=O)c2ccco2)cc1,-4.4%
O=C(CCc1ccccc1)Nc1ncn[nH]1,-2.7%
CN(C)N=O,9.3%
O=C(O)CCCCC(=O)O,4.7%
Cc1cc(NC(=O)c2ccc(S(=O)(=O)N3CCCC3)cc2)nc2c1c(=O)oc1ccccc12,-3.5%
CCc1cc2cc(C(=O)N3CCN(Cc4ccccc4)CC3)sc2s1,0.8%
Cc1cccc(CSC2=NCCN2C(=O)c2ccco2)c1,3.6%

(further entries)
molecule,AmpC inh det
O=[N+]([O-])c1ccc(Nc2nc3ccccc3s2)cc1,-6.2%[5.75 µM]
Cc1nc2ccccc2c(=O)n1NC(=O)c1c(O)c2c(n(CC(C)C)c1=O)CCCC2,-0.9%
Cc1cccc(N(CC(=O)NC2CCCCC2)C(=O)CCC(=O)Nc2ccccn2)c1,-2.3%
CC(OC(=O)CCc1nc2ccccc2c(=O)[nH]1)C(=O)NCc1ccc2c(c1)OCO2 (centres undefined),-7.9%
COCC(=O)N1CCC2(CCN(Cc3ccccc3)CC2)CC1,-0.1%
Cn1c(=O)oc2cc(S(=O)(=O)Nc3cccc4c3CCCC4)ccc21,-1.8%
O=C(O)c1ccc(N2CCCC2=O)cc1,-3.3%
Cc1cccc(S(=O)(=O)Nc2nc3ccccc3nc2NCc2ccco2)c1,-3.1%
CC(=O)c1cccc([N+](=O)[O-])c1,-3.8%
CCC(NC(=O)c1ccccc1NC(=O)c1ccco1)C(=O)O (centres undefined),-1.2%
COC(=O)c1ccc2c(=O)n(Cc3ccco3)c(SCC(=O)Nc3ccc(C)c(Cl)c3)nc2c1,-2.0%
CCOC(=O)Cc1csc(NC(=O)CSc2nnc(-c3ccc(C)cc3)o2)n1,6.7%

Next part
molecule,AmpC inh det
COC(=O)C1=CN(C2CC2)C=C(C(=O)OC)C1c1ccccc1OC,-3.3%
O=c1cc(-c2ccc(O)c(O)c2)oc2cc(O)cc(O)c12,-0.8%
CCCS(=O)(=O)N1CCCC(C(=O)NCCCN(C)c2ccccc2)C1 (centres undefined),-4.0%
O=c1c(-c2nc3ccccc3o2)c2oc3ccccc3n2c2ccccc12,-5.3%
CCOC(=O)Cn1cnc2sc3c(c2c1=O)CCC3,-0.7%
O=C(c1c(F)cccc1F)N1CCN(c2ccccc2F)CC1,-3.4%
[O-][N+]12CCN(CC1)c1ccccc12,-1.6%
CN(C)S(=O)(=O)N1CCN(C(=O)N2CCCCC2)CC1,-2.5%
O=C(Cc1ccccc1)N[C@H](c1ccccc1)P(=O)(O)CO,9.3%
CCOC(=O)C1Cc2c([nH]c3ccccc23)CN1 (centres undefined),10.8%
O=S(=O)(c1ccc(S(=O)(=O)N(Cc2ccc(F)cc2)C2CCCC2)cc1)N1CCCC1,0.7%
CCCN(CCC)S(=O)(=O)c1ccc2c(c1)CCCN2C(C)=O,-2.8%

Next part
molecule,AmpC inh det
O=C(c1cccnc1)N1CCN(Cc2ccc3c(c2)OCO3)CC1,-5.4%
Cc1ccc(S(=O)(=O)NC2(C(F)(F)F)NC(=O)N(C)C2=O)cc1 (centres undefined),-1.9%
COc1ccc(-c2nc(C#N)c(NC(C)c3ccccc3)o2)cc1OC (centres undefined),8.3%
COCC(C)n1c(C)cc(C(=O)COC(=O)c2c(C)nn(-c3ccccc3)c2C)c1C (centres undefined),-5.7%
O=c1[nH]c(N2CCOCC2)nc2c1CCCC2,0.3%
C=CCNC(=O)c1sc(=S)n(-c2ccc(C(=O)OCC)cc2)c1N,-4.3%
CC(=O)NCCNc1ncnc2ccc(-c3ccc(C(=O)N(C)C)cc3)cc12,5.3%
CCCc1cc(=O)n2[nH]cnc2n1,-3.9%
O=C(CSc1ccccn1)c1ccc2c(c1)OCO2,6.8%
CCOc1ccc(Oc2nc(Nc3ccc(C)cc3)nc(N(C)C)n2)nn1,-4.5%
CC(C)NC(=O)N1CC[C@@]2(CCCN(S(C)(=O)=O)C2)C1,-2.7%
CCN(CC)CCCN1C(=O)C(O)=C(C(=O)c2ccc(C)o2)C1c1cccs1 (centres undefined),5.1%

The list goes on.
molecule,AmpC inh det
NCC(=O)Nc1ccccc1,-1.9%[5.75 µM]
Cc1ccc(NC(=O)CS(=O)(=O)c2c[nH]c3ccccc23)c(C)c1,0.0%
CC(Sc1nnc(N)s1)c1ccccc1Cl (centres undefined),11.1%
CCOC(=O)C1=C(CN2CCSCC2)NC(=O)NC1c1cc(C)ccc1C (centres undefined),-1.5%
CN1CCC2(CC1)CCN(S(=O)(=O)c1ccccc1)CC2,6.0%
CCNC(=O)CN(C1CCCCC1)S(=O)(=O)c1ccc(F)cc1,6.1%
O=C1CC(c2cc3c(cc2Br)OCO3)C2=C(CCCC2=O)N1 (centres undefined),-3.8%
Cn1c(NC(=O)c2cccc(Cn3cc(Cl)cn3)c2)nc2ccccc21,-1.9%
COc1ccc(/C(O)=C2/C(=O)C(=O)N(CCN(C)C)C2c2ccc(F)cc2)cc1Cl (centres undefined),-4.5%
Cc1nc(NC(CC(C)C)C(=O)O)c2nc(C)oc2n1 (centres undefined),-2.0%

This is a subset; rates above refer to the full screens.
